hIAP act: human IAP activators, primary screen, biochemical, luminescence, uHTS; Intestinal-type alkaline phosphatase (Homo sapiens), P09923; purified human IAP, CDP-Star luminescence, 30 min; active compounds read high; 1 = vehicle-only enzyme, 0 = enzyme-free background; activation factor at 10 µM; actives 0.16% (n = 330,000); AID 2524, 2010;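 active = activation factor of the enzyme at least 2-fold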; note: the source names both 10 and 20 µM as test concentration; values of inactives mirror those of a sister screen read the other way
A3G deaminase: APOBEC3G DNA deaminase inhibitors, primary screen, biochemical, fluorescence, single-stranded DNA substrate, uHTS; DNA dC->dU-editing enzyme APOBEC-3G (Homo sapiens), Q9HC16; recombinant A3G, ssDNA deamination FAM/TAMRA fluorescence; inhibition, % at 20 µM; actives 0.28% (n = 330,000); AID 493012, 2011;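 active = inhibition of at least 40% at 20 µM, with no more than 30% in the related APOBEC3A deaminase screen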;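 note: plate controls were DMSO wells with A3G for no effect and wells lacking A3G enzyme for full effect; some compounds called inactive have numbers as strong as hits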
Target sequence (Q9HC16 whole entry, looked up): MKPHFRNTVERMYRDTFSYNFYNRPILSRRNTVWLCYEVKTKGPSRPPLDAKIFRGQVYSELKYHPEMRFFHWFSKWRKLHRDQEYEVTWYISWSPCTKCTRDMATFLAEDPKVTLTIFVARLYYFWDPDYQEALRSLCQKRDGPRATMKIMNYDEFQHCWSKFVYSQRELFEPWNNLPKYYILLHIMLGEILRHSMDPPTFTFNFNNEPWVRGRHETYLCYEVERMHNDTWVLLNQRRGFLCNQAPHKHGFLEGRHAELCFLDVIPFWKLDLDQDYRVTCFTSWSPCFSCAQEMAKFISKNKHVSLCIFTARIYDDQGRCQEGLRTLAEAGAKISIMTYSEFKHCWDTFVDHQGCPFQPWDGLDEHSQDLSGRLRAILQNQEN
A3A deaminase: APOBEC3A ssDNA deaminase inhibitors, primary screen, selectivity assay for APOBEC3G inhibitor project, biochemical, FAM/TAMRA oligo cleavage fluorescence. recombinant A3A, FAM/TAMRA ssDNA deamination fluorescence. actives 0.41% (n = 330,000). AID 493011, 2011. inhibition, % at 20 µM;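 active = at least 40% inhibition at 20 µM here, with at most 30% in a related deaminase screen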;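 note: plate controls were A3A with DMSO for no effect and wells lacking A3A enzyme for full effect; some results filed as inactive read as strong as hits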
mIAP act: activators of mouse IAP, primary screen, biochemical, luminescence, uHTS; activation factor at 10 µM; AID 2805, 2010; muIAP, CDP-Star luminescence, 30 min; active compounds read high; 1 = vehicle-only enzyme signal, 0 = enzyme-free wells; actives 0.24% (n = 330,000); intestinal alkaline phosphatase [Mus musculus];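 active = activation factor of at least 2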; note: the source names both 10 and 20 µM as test concentration; values of inactives mirror those of a sister screen read the other way
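Assay system: mouse IAP enzyme; reagent: chemiluminescent substrate CDP-Star; dosing: test compounds delivered from DMSO solution; schedule: 30 min at room temperature; measured by: luminescence from enzymatic CDP-Star hydrolysis; controls: DMSO-only wells and no-enzyme negative control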
mIAP inh: inhibitors of mouse IAP, primary screen, biochemical, luminescence, uHTS; purified mouse IAP, CDP-Star luminescence, 30 min; inhibition, % at 10 µM; actives 0.2% (n = 330,000); AID 2806, 2010;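 active = inhibition of at least 40% at 10 µM in the primary screen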;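 note: plate controls were DMSO with enzyme for no effect and no enzyme wells for full effect; values of inactives mirror those of a sister screen read the other way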
beta cell repl: inducers of MIN6 beta-cell proliferation, primary screen, ATP luminescence, uHTS | MIN6 cells proliferation, ATPlite luminescence, 48 h; cells starved in 0.2% serum; 100% = growth in 10% serum | proliferation, % at 10 µM | actives 0.29% (n = 330,000);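 active = compounds whose signal lies at least 3.5 SD above the mean of all wells on their plate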;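 note: 0% = DMSO-treated cells in low-serum medium and 100% = 10% serum control; some compounds called inactive have numbers as strong as hits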
MPTP inh: mitochondrial permeability transition pore inhibitors, primary screen, biochemical, isolated mouse mitochondria, absorbance | Ca2+ swelling absorbance, 30 min | inhibition, % at 10 µM | actives 1.4% (n = 360,000);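 active = inhibition of 50% or more, scaled per plate between neutral and stimulator controls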;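 note: 0% = DMSO wells given calcium and 100% = 1 mM EGTA wells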
ATG4B inhibitor: ATG4B protease inhibitors, primary screen, biochemical, fluorescence, uHTS. inhibition, % at 8.33 µM. ATG4B cleavage of LC3-PLA2, NBD-HPC fluorescence, 1 h. actives 0.51% (n = 340,000). Cysteine protease ATG4B (Homo sapiens), Q9Y4P1. AID 504462, 2011; in the data active = inhibition above about 40%
Target sequence (Q9Y4P1 whole entry, looked up): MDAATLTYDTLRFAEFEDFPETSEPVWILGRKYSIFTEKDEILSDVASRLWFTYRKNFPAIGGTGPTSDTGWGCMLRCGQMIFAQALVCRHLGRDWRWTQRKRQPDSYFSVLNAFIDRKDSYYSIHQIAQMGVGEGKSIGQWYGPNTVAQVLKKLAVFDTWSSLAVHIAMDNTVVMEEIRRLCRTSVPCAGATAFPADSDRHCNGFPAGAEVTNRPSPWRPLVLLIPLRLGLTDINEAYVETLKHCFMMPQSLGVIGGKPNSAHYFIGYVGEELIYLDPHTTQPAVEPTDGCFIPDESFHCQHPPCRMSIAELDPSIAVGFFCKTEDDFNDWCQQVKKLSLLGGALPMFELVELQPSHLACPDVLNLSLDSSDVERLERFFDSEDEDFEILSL
hIAP inh: human IAP inhibitors, primary screen, biochemical, luminescence, uHTS | Intestinal-type alkaline phosphatase (Homo sapiens), P09923 | purified IAP, CDP-Star luminescence, 30 min | inhibition, % at 10 µM | actives 0.12% (n = 330,000);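 active = inhibition reaching a set limit with compound at 10 µM in the primary screen, cut at about 35% in these data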;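 note: plate controls were DMSO wells with enzyme for no effect and no-enzyme buffer wells for full effect; values of inactives mirror those of a sister screen read the other way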
An asterisk follows results filed as active; . = no result given; & = joins results of further samples.

compound,hIAP act,A3G deaminase,A3A deaminase,mIAP act,mIAP inh,beta cell repl,MPTP inh,ATG4B inhibitor,hIAP inh
Cc1c(Cl)cccc1NC(=O)Cn1nnc(C(=O)NCc2cccs2)c1N,1,-1,5,0.97,3,-1,0.2,5,-4
Cc1cc2c(SCC(=O)NCC3CCCO3)ncnc2s1 (stereo not given),1.2,-1,-4,1.1,-10,-2,1.5,1,-20
C=CCSc1nc2c(c(=O)[nH]1)C(C(C)C)C(C#N)=C(N)O2 (stereo not given),0.94,-6,1,0.91,10,4,0.1,-4,6
Cc1n[nH]c(=O)nc1N/N=C/c1cccs1,1.6,-7,0,0.88,12,-1,0.1,-7,-61
COc1ccc(N2CC(C(=O)NCCc3ccc(OC)c(OC)c3)CC2=O)cc1 (stereo not given),0.97,-7,-1,0.94,6,4,-2.4,10,3
Cc1ccc(OCc2nnc(SCC(=O)NC3CCCCC3)n2C)cc1,1.1,1,1,0.98,2,0,-1.7,-4,-9
COc1ccc(OC)c(S(=O)(=O)N2CCC(C(=O)N3CCN(c4ccc(F)cc4)CC3)CC2)c1,0.88,-10,-2,0.99,1,0,-0.8,-9,12
O=C(CSc1nc(-c2ccccc2)cc(=O)[nH]1)NCc1ccc2c(c1)OCO2,1,-2,4,1,-4,-1,-1.8,10,-3
COc1ccc(C2NC(=O)NC(C)=C2C(=O)OCC2CCCCC2)cc1OC (stereo not given),0.97,-5,-5,1.1,-7,-4,0.3,-7,3
O=C(NCCCCNC(=O)c1cccnc1)c1cccnc1,1.1,-4,-2,1,-4,-2,1.6,-11,-5
COc1ccccc1NS(=O)(=O)c1ccc(C(=O)N2CCN(c3ccccn3)CC2)cc1,0.86,-4,-2,0.93,7,-3,-0.1,-7,14
COc1cccc(N(CC(=O)NCC2CCCO2)C(=O)CCC(=O)Nc2nccs2)c1 (stereo not given),1,-1,2,1,-4,0,-0.7,0,-4
Cc1ccc(S(=O)(=O)/N=C(/Nc2nc(C)cc(C)n2)N2CCOCC2)cc1,1.2,-1,-2,0.96,4,-2,1.0,-10,-15
COc1ccc(-c2ccc(-c3noc(C(C)C)n3)c(OC)n2)cc1,0.99,-4,2,0.94,6,-5,-3.8,-3,1
COc1ccc2c(c1)c(C(C)=O)c(C)n2CCc1ccccc1,0.86,-4,2,1.1,-6,-1,67*,0,14
CC(=O)Nc1c2c(nn1-c1ccc(C)cc1)CSC2,1.2,-4,-4,0.97,3,-2,-0.3,5,-16
COC(=O)c1c(NC(=O)Cc2ccccc2)sc2c1CC(C)(C)NC2(C)C,0.97,-10,-3,1,-4,-5,74*,-5,3
CCCNS(=O)(=O)c1ccc(OCC(=O)NCc2ccco2)cc1,1.1,-3,-1,1,-3,-2,1.3,-7,-6
O=C(CCCc1nc2ccccc2s1)N1CCN(c2ccccc2F)CC1,0.81,-4,-2,1,-3,5,2.5,-15,18
CCN1CCN(c2cc(C)c3cc(NC(=S)NCCN(C)C)ccc3n2)CC1,0.99,-6,1,1,-1,-3,-1.2,1,1
C=CCOc1cccc(CNCc2ccncc2)c1,0.91,-1,3,0.91,9,-1,1.9,-8,9
COc1ccc(CCNC(=O)C2CC(=O)N(CCc3ccccc3)C2)cc1OC (stereo not given),0.98,-3,2,0.99,1,-1,-0.9,-3,2
CCCn1ncc(CN2CCN(CCc3ccccc3)C(CCO)C2)c1C (stereo not given),1.2,-2,0,0.95,5,-1,1.7,7,-19
CCCN1CCN(CCCNC(=O)c2ccc3c(=O)n(CCc4ccccc4)c(=O)[nH]c3c2)CC1,0.92,-13,-5,0.97,3,-6,70*,-8,8
CC(C)(C)C(O)C(Cc1ccccc1Cl)n1cncn1 (stereo not given),1,-7,0,1.1,-6,-3,0.9,3,-1
COc1ccccc1NC(=O)c1ccc(-n2cccn2)c([N+](=O)[O-])c1,0.97,-1,1,1,-1,0,-1.3,7,3
CCOP(=O)(OCC)C(NC(=O)c1ccc(OC)cc1)c1ccccc1 (stereo not given),0.93,-7,0,1,-4,-2,-1.0,8,7
N#C/C(=C\c1ccc(O)c(Br)c1)C(=O)N1CCCCC1,1,-3,-2,1,-2,2,0.1,-11,-4
CCn1c(SCC(=O)NCc2ccc3c(c2)OCO3)nnc1-c1ccncc1,0.97,-13,7,1.1,-5,0,-1.9,-1,3
COc1ccc(-n2c(=O)c3c4c(sc3n(CC(=O)Nc3cc(C)[nH]n3)c2=O)CCCC4)c(OC)c1,1.3,-8,-9,1,-3,1,-0.8,-2,-31
CCN=c1scc(-c2ccc3c(c2)NC(=O)CO3)n1N=C1CCCC1,1.1,-6,-24,0.92,8,2,35&5.8,-2&-9,-8
O=C(NC1CCN(Cc2ccccc2)CC1)c1ccccc1OCc1ccccc1,1,-9,-3,0.91,9,-3,0.3,56*,-1
C[C@@H]1[C@H]2[C@@H](O[C@@H]3O[C@H](CO)[C@@H](O)[C@H](O)[C@H]3O)OC=C(C(=O)O)[C@H]2C[C@@H]1O,1,4,0,0.92,8,-2,-0.4,-6,0
O=C(NCCCN1CCOCC1)c1ccc(Cl)s1,0.83,-1,2,0.99,1,-2,-0.1,-2,17
OC1CCC(NC(=S)Nc2ccc(SC(F)F)cc2)CC1 (stereo not given),1.1,3,-3,1.1,-10,4,-1.7,5,-7
Cc1nc(SCc2nc3ccc(C(=O)c4ccccc4)cc3[nH]2)c2oc3ccccc3c2n1,0.96,-8,0,0.94,6,-4,2.0,-7,4
CC[C@@H]1[C@H]2CCCC(=O)N3CC[C@@H](C[C@@H]1Nc1ccccc1)[C@@H]23,0.91,-1,-1,1.1,-13,0,-0.7,-10,9
CC(C)=CCC/C(C)=C/CNC(=O)C[C@H]1C[C@H](C(=O)N2CCOCC2)[C@@]2(C)c3[nH]c4cc(CCC(=O)N(C)C)ccc4c3CCN2C1=O,.,4,2,1.3,-20,.,0.3,-4,.
CCc1cc2ccc(C)c(C)c2nc1SCC(=O)Nc1cc(C)on1,0.97,0,4,1,-4,-1,-0.1,-2,3
O=C(Nc1cc(Sc2nc3ccccc3s2)cc([N+](=O)[O-])c1)c1cccc(F)c1F,0.88,-5,1,0.99,1,-5,94*,5,12
COc1ccccc1N1CC(C(=O)Nc2ccc(C)c(S(=O)(=O)N3CCOCC3)c2)CC1=O (stereo not given),1,-4,-1,0.99,1,1,-0.2,-4,-2
CCOC(=O)C[C@H]1c2cc(F)ccc2S(=O)(=O)N1c1ccccc1,1.1,-10,-3,1.1,-12,-5,0.9,1,-11
CC1CCc2nc(N)c(C#N)c(-c3cccnc3)c2C1 (stereo not given),0.92,-7,-2,0.94,6,5,-1.8,0,8
CN(Cc1ccccc1)Cc1c(F)cccc1F,0.98,-2,2,0.97,3,3,-1.3,6,2
CCc1nnc(NC(=O)c2cccc(S(=O)(=O)N3CCCCC3)c2)s1,1.1,-4,1,0.94,6,-4,-0.9,-3,-7
CCOc1ccc(NC(=S)N2CCN(C/C=C/c3ccccc3)CC2)cc1,1,-9,1,1,-3,-1,4.5,-15,-3
CS(=O)(=O)N(CC(=O)N1CCOCC1)c1ccc2c3c(cccc13)CC2,1,0,1,1,-2,1,-2.0,-8,-3
Cc1ccc(S(=O)(=O)N(C)C)cc1NC(=O)C(C)N(C)Cc1sccc1C (stereo not given),0.95,-9,-4,1,-2,-6,8.3,-3,5
COc1cc(CCC(=O)OCC(=O)N2CC(=O)Nc3ccccc32)cc(OC)c1OC,0.91,-3,-3,1,-1,-3,-0.5,9,9
CN(NC(=O)c1c(Cl)cccc1Cl)c1cccc(Cl)n1,0.74,-6,0,0.96,4,1,0.4,0,26

A draw from above in order of formula weight, high to low:
compound,hIAP act,A3G deaminase,A3A deaminase,mIAP act,mIAP inh,beta cell repl,MPTP inh,ATG4B inhibitor,hIAP inh
CCN1CCN(c2cc(C)c3cc(NC(=S)NCCN(C)C)ccc3n2)CC1,0.99,-6,1,1,-1,-3,-1.2,1,1
CCN=c1scc(-c2ccc3c(c2)NC(=O)CO3)n1N=C1CCCC1,1.1,-6,-24,0.92,8,2,35&5.8,-2&-9,-8
OC1CCC(NC(=S)Nc2ccc(SC(F)F)cc2)CC1 (stereo not given),1.1,3,-3,1.1,-10,4,-1.7,5,-7

Other entries:
compound,hIAP act,A3G deaminase,A3A deaminase,mIAP act,mIAP inh,beta cell repl,MPTP inh,ATG4B inhibitor,hIAP inh
CNc1cc([N+](=O)[O-])ccc1N/C=C/C(=O)c1ccc2c(c1)OCO2,0.96,-7,-1,0.8,20,0,2.6,7,4
CSc1nnc2c(n1)OC(C)=Nc1ccccc1-2,1,-1,5,0.87,13,4,-1.3,3,-3
O=C(NC1CCCC1)c1ccc(CS(=O)(=O)Cc2ccccc2Cl)o1,0.78,3,-2,0.91,10,3,-1.7,-5,22
COc1ccc(OC)c(NC(=O)CSc2nnc(CNC(=O)COc3ccc(Cl)cc3)o2)c1,1.1,-2,-1,0.98,2,-2,-0.1,-6,-8
O=C1NC(c2ccccc2)(C(F)(F)F)C(=O)N1Cc1cccnc1 (stereo not given),0.99,-8,-5,0.97,3,-2,-3.3,-2,1
COC(=O)c1ccc(NC(=O)CNC(=O)C2CCCCC2)cc1,1,10,-2,1.1,-13,-1,-0.3,-22,0
